ZTA counter – counter-screen for EBNA-1 inhibitors: inhibitors of Epstein-Barr virus ZTA; ZTA-DNA binding, fluorescence polarization; 0.15% of 320,000 active; P03206; inhibition, % at 11 µM; in the data active = inhibition above about 33%
Target sequence (P03206 whole entry, looked up): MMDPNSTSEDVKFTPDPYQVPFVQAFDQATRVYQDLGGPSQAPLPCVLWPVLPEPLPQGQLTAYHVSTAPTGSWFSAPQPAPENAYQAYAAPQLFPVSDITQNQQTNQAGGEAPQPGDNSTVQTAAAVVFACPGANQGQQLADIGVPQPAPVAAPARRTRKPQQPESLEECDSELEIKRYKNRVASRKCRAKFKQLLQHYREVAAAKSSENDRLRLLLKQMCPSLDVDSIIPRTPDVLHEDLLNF
PP1 inh – PP1-alpha (human) inhibition in PP5 counter-screen; inhibition, % at 6.7 µM; purified PP1alpha, OMFP fluorescence; 0.9% of 320,000 active; P62136; AID 2235;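 active = inhibition above the mean inhibition of all tested compounds plus 3 SD, computed separately for each screening campaign, cut at about 15% in these data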
Target sequence (P62136 whole entry, looked up): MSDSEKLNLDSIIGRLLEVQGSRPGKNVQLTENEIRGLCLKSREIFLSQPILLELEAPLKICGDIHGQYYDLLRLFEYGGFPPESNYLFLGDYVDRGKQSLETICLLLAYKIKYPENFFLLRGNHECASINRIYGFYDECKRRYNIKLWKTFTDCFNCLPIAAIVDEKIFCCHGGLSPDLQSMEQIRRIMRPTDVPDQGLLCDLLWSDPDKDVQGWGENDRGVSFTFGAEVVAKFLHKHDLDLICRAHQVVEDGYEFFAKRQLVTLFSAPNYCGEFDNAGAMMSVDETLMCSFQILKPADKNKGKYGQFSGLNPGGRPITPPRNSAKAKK
HCV core dimer – HCV core protein dimerization inhibition; AID 1899; 0.33% of 300,000 active; inhibition, % at 5 µM; TR-FRET GST/Flag-core106 dimerization, 1536-well;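 active = inhibition above the mean of all tested compounds plus 3 SD, set per screening campaign, cut at about 45% in these data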
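Assay system: Tagged HCV core106 pair (GST and Flag) | Buffer or medium: KF-containing HEPES buffer, pH 7.45, DTT, CHAPS, BSA | Also added: Eu donor and XL665 acceptor anti-tag antibodies | Dosing: One concentration, 5 µM, in 0.5% DMSO | Timing: 4 h at 22.5 °C | Technique: TR-FRET 671 and 617 nm emission | Repeats: Singlicate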
EBNA-1 inhibitor – blocks EBNA-1 binding to DNA; EBNA-1 DNA binding, fluorescence polarization; inhibition, % at 14.8 µM; 0.34% of 300,000 active; in the data active = inhibition above about 28%
TPT1 inhibitor – inhibitors of Candida albicans tRNA 2'-phosphotransferase TPT1. recombinant caTPT1, FP RNA substrate dephosphorylation. inhibition, % at 5 µM. 0.81% of 300,000 active. AID 1962;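 active = inhibition above the mean of all tested compounds plus 3 SD, set per screening campaign, cut at about 24% in these data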;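 note: plate controls were DMSO alone for no effect and ferristatin control at 100 nM for full effect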
Efflux pump inh – blocks antifungal efflux pumps in multiplex yeast assay; S. cerevisiae Candida pump triplex, Nile Red efflux; inhibition, % at 10 µM; 0.44% of 330,000 active; AID 485275;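 active = plate passing quality check with inhibition over a set limit, or well fluorescence over plate mean plus 4 SD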;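 note: Nile Red retained in pooled yeast measured as flow cytometry median fluorescence; 0% = buffer negative control and 100% = Enniatin B positive control; higher means more Nile Red kept so more efflux inhibition; some compounds called inactive have numbers as strong as hits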
CTSL1 counter – cathepsin L1 inhibition, PFM18AAP counter-screen. recombinant F. hepatica cathepsin L1, Z-Leu-Arg-MCA fluorescence. inhibition, % at 5.96 µM. AID 1906. 0.49% of 300,000 active;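 active = inhibition above the mean of all tested compounds plus 3 SD, set per screening campaign, cut at about 17% in these data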;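 note: 0% = plate median of test compound wells and 100% = 1 µM Z-Phe-Ala-diazomethylketone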
PREPL inhibitor – inhibitors of human prolyl oligopeptidase-like enzyme PREPL; inhibition, % at 5.96 µM; 0.68% of 320,000 active; recombinant PREPL, fluorescence polarization activity-based probe; in the data active = inhibition above about 43%;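 note: 0% = enzyme with DMSO and 100% = wells lacking enzyme; many of its hits are not listed in these tables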
PP5 primary – blocks human protein phosphatase 5 activity | P53041 | purified PP5c, OMFP substrate fluorescence | AID 1987 | inhibition, % at 6.7 µM | 0.18% of 320,000 active;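 active = inhibition above the campaign's mean inhibition across all tested compounds plus 3 SD, cut at about 9.5% in these data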;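 note: 0% = DMSO only and 100% = 100 µM cantharidin control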
The depositor's hits bear a star; . = not tested or not shown.

cpd	molecule	PREPL inhibitor	CTSL1 counter	EBNA-1 inhibitor	PP5 primary	TPT1 inhibitor	HCV core dimer	PP1 inh	Efflux pump inh	ZTA counter
1	O=C1C(Nc2ccccc2)=CC(c2ccc(O)cc2)N1c1ccccc1 (stereo not drawn)	2	-2	-12	-0.2	2	0	2	0.0	-17
2	CCN1CCN(C(=O)NCc2ccccc2)CC1	12	-1	-10	-1.4	2	-2	0	0.2	6
3	C=CCOc1ccc2ccccc2c1CNn1cn[nH]c1=S	-3	2	11	-0.3	-2	-3	-4	0.0	10
4	COc1cc(OC)c(C(=O)O/N=C(\N)c2ccccc2)cc1OC	7	3	-15	-1.0	0	7	-5	0.1	7
5	COc1cc(OC)cc(C(=O)NNC(=O)CN2C(=O)NC(C)(c3ccccc3)C2=O)c1 (stereo not drawn)	-4	-34	-10	-0.1	-4	-2	-9	0.1	-1
6	Cc1ccc(NC(=O)c2ccc(F)cc2F)cc1	13	4	1	-1.1	-5	-14	3	.	-24
7	Cc1nc(NC(=O)CSc2nnc(C3CC3)n2C)sc1C	3	-4	-1	-0.1	1	0	-1	-0.2	5
8	Cc1ccc(S(=O)(=O)N2CCOC23CCN(S(=O)(=O)c2c(C)cc(C)cc2C)CC3)cc1	9	3	-6	1.4	1	5	-1	-0.1	-1
9	CC(C)CN(C(=O)c1ccco1)C1CCS(=O)(=O)C1 (stereo not drawn)	-1	-5	-4	0.7	1	-1	-1	-0.1	-4
10	O=S(=O)(c1ccc(NC(=S)NCc2ccco2)cc1)N1CCCCC1	-4	-4	-9	1.7	3	4	2	-0.2	-11
11	Cc1cc(NC(=O)c2ccc3c(c2)OCCO3)ccc1NC(=O)c1cc2ccccc2o1	12	0	-13	0.8	-3	9	-1	0.1	4
12	O=C1c2ccccc2C(O)(c2ccccc2)N1c1ccncc1 (stereo not drawn)	-13	-1	6	-0.6	-1	6	16*	-0.2	6
13	C[C@H](NC(=O)c1nc[nH]c1C(=O)N1CCN(c2ccccc2)CC1)C(=O)OC(C)(C)C	4	-1	1	1.5	-1	-16	-2	0.1	-18
14	COc1cc(OC)cc(C(=O)NCCc2ccc(OC)c(OC)c2)c1	-9	-5	0	-0.8	0	1	-6	-0.1	2
15	O=c1c2ccccc2nc(/C=C/c2cc(Br)ccc2O)n1CCCO	3	-5	-5	4.5	-2	-3	-2	0.1	-10
16	CC1(C)Cc2c(sc(NC(=O)COc3cccc4ccccc34)c2C#N)C(C)(C)N1	20	-2	5	-1.8	3	-2	15*	-0.1	48*
17	Cc1ccc(-c2nn3c(C)nnc3c3ccccc23)cc1S(=O)(=O)NCc1ccccc1	15	1	1	2.4	-5	-5	-1	-0.1	9
18	CCOCC(=O)Nc1cc(C(=O)OC)ccc1C(=O)OC	14	5	7	-0.4	-6	-5	-2	-0.1	-19
19	O=c1[nH]c(SCc2n[nH]c(=S)n2-c2ccccc2)nc2sc3c(c12)CCC3	19	3	-12	0.2	0	8	4	5.1	-3
20	CCc1c(C)[nH]n(-c2ccc(Oc3ccccc3)c(S(=O)(=O)O)c2)c1=O	-10	0	3	2.5	-1	4	3	0.0	-9
21	CCC(C)c1ccc(NC(=S)N2CCN(S(C)(=O)=O)CC2)cc1 (stereo not drawn)	12	-2	5	0.7	-2	-9	-5	-0.1	-5
22	c1ccc(Oc2nc(-c3ccccn3)nc3ccccc23)cc1	3	-1	-2	0.7	0	3	16*	0.0	1
23	O=C(Nc1cccc(O)c1)c1ccc(NC(=O)C2CCCO2)cc1 (stereo not drawn)	10	-4	-3	1.4	0	-12	4	-0.1	-15
24	CSc1ncccc1C(=O)OCC(=O)Nc1cc(C(F)(F)F)ccc1N1CCOCC1	-8	0	-1	4.1	0	-7	2	0.0	-8
25	CCOC(=O)COc1c(Cl)cc(C2NC(=S)NC(c3ccccc3)=C2C(C)=O)cc1OC (stereo not drawn)	2	4	8	1.7	-3	4	-2	-0.1	2
26	CN(C)S(=O)(=O)c1cccc(NC(=O)COc2nc3ccccc3nc2N2CCOCC2)c1	-7	-1	-6	3.0	7	3	-2	0.0	-1
27	CN(C)c1ccc(C(=O)OCC(=O)NC2CCCCC2)cc1	9	7	-3	-11	4	-5	0	0.1	1
28	COCCCNc1nc2nonc2nc1N1CCN(C2CCCC2)CC1	-2	1	-6	-0.9	-2	0	7	-0.1	-11
29	COc1ccccc1N1CCN(S(=O)(=O)CCNC(=O)c2cc(OC)c(OC)c(OC)c2)CC1	-2	0	-8	0.3	0	3	-3	-0.1	1
30	FC(F)(F)c1cccc(CNC(=S)Nc2ccccc2)c1	13	0	4	2.8	-4	0	-2	0.0	2
31	CCSc1ccc([C@@H]2[C@@H]3C(=O)N(CC)C(=O)[C@@H]3[C@]3(C(=O)OC)CCCCN23)cc1OC	-1	5	1	1.8	0	15	1	-0.1	7
32	O=C(Nc1ccccc1F)Nc1ccccc1F	3	-2	-2	4.1	3	-9	-8	0.2	-18
33	CCOC(=O)c1ccc(NC(=O)Nc2ccn(C)n2)cc1	-1	7	-14	1.7	0	-1	-4	-0.2	-4
34	CCS(=O)(=O)N1CCCC(C(=O)NCCCN(C)Cc2ccccc2)C1 (stereo not drawn)	4	0	2	0.3	-8	-3	0	-0.7	2
35	CC1CC(C)CN(c2cc(=O)n(Cc3ccc(F)cc3)c(=O)[nH]2)C1 (stereo not drawn)	16	0	1	-0.9	-2	-4	-2	0.0	5
36	Fc1ccc(CNC2CCN(Cc3ccccc3)CC2)cc1	26	-2	-6	4.7	1	6	-1	-0.1	10
37	Cc1cccc(N2CCN(CC3CCCCC3)CC2)c1C	11	5	-7	-0.8	2	3	1	0.1	-1
38	CS(=O)(=O)N1CCN(C(=O)NC23CC4CC(CC(C4)C2)C3)CC1	2	1	6	1.3	3	-2	-3	-0.3	9
39	CCC(CC)C(=O)N1CCCC(c2nc(-c3cccs3)no2)C1 (stereo not drawn)	11	-6	-21	3.5	1	7	2	0.1	-3
40	CCC(=O)N(Cc1cc(=O)[nH]c2ccccc12)c1ccccc1OC	-15	6	0	2.1	0	-4	5	0.0	-18
41	CC(C)(C)Cc1nnc(NC(=O)CCC2CCCCC2)s1	-3	1	12	-1.6	4	0	1	-0.2	7
42	O=C(NCc1ccccc1)C(=O)Nc1nccs1	-3	-2	1	2.5	-1	0	-2	0.0	5
43	CCN(Cc1ccccc1)C(=O)CSc1nc(C)cc2c1C(=O)OC2	0	-1	-1	3.6	-4	0	1	0.0	-17
44	Oc1cc(-c2cccnc2)cc2cccnc12	-6	.	.	1.3	.	.	5	0.0	-20
45	CC(C)(C)N1C(=O)[C@H]2[C@@H](c3ccc(Br)cc3)N3C(=O)N(c4cccc(Cl)c4)C(=O)[C@@]3(Cc3ccccc3)[C@H]2C1=O	-19	1	3	3.7	3	27	6	-0.1	6
46	COc1cc2[nH]c(C(=O)N3CCc4ccccc4C3)cc2c(OC)c1OC	1	-5	-13	1.7	4	1	5	0.2	0
47	CC1CCCC(NC(=O)c2ccc3c(c2)OCCO3)C1C (stereo not drawn)	2	.	.	1.3	.	.	-5	0.0	4
48	Cc1ccccc1C(=O)NCC(=O)c1ccccc1	0	-2	-1	-2.0	4	-1	-2	0.1	3
49	Cc1nc2c(C)cccc2c2c1COC2	8	2	12	1.4	-6	-7	-1	-0.1	1
50	O=C(CNC(=O)c1ccc(Cl)cc1Cl)NCc1ccccn1	7	.	.	-1.0	.	.	-2	-0.1	-1

Continuation:
cpd	molecule	PREPL inhibitor	CTSL1 counter	EBNA-1 inhibitor	PP5 primary	TPT1 inhibitor	HCV core dimer	PP1 inh	Efflux pump inh	ZTA counter
51	NS(=O)(=O)c1ccc(CNS(=O)(=O)c2ccc3ccccc3c2)cc1	0	1	0	2.5	-2	2	1	0.1	0
52	CCCCCCOC(=O)c1ccc(NC(=O)c2cc(OC)c(OC)c(OC)c2Br)cc1	1	3	-3	9.4	4	-11	13	0.2	17
53	CCn1c(NCc2ccccc2NS(=O)(=O)c2ccc(C)cc2)nc2ccccc21	14	-4	1	3.0	-3	5	2	-0.2	-14
54	CS/C(=C\[N+](=O)[O-])Nc1ccc(F)cc1	5	2	-8	0.0	-3	5	2	0.2	-2
55	Cc1cc(Cl)c2oc(C(=O)N(C)C(C)c3ccccn3)c(C)c2c1 (stereo not drawn)	7	1	7	1.1	0	-4	-3	0.1	-4
56	CCn1c(CC(=O)Nc2ccccc2C)nnc1SCC(=O)Nc1nncs1	-1	-3	6	0.4	-4	-3	-1	-0.1	5
57	CCOC(=O)CSc1nc(NC#N)nc(N(CC)CC)n1	-2	-6	0	1.9	-1	0	0	-0.2	9
58	CCc1c(C)c2ccc(OC3CCCCC3=O)cc2oc1=O (stereo not drawn)	-2	2	-13	2.8	-1	-5	1	0.1	-9
59	CC(C)(C)n1cnc2cc(NS(=O)(=O)c3ccccc3)ccc21	8	2	4	-1.6	-3	-2	-2	-0.2	-6
60	Cc1ccc(Nc2nc(N)c3ccccc3n2)cc1Cl	34	0	-7	3.3	4	-1	7	0.5	6
61	O=C(CN1C(=O)c2ccccc2S1(=O)=O)N1CCN(c2ccc(F)cc2)CC1	30	-3	7	-0.3	-1	-3	2	0.0	-10
62	COc1cccc(CNc2ncn[nH]2)c1OCc1ccccc1F	0	-1	8	0.9	-1	0	0	-0.1	-13
63	O=C(Cn1cc2c(n1)CCCC2)NCc1cccs1	3	2	-8	0.8	-2	3	-1	0.2	-1
64	O=C(CSc1nc2ccc(Cl)cc2[nH]1)N1CCN(C(=O)c2ccco2)CC1	3	-4	-18	2.4	6	12	-7	14*	-4

Looked up by compound from the entries so far:
cpd	molecule	PREPL inhibitor	CTSL1 counter	EBNA-1 inhibitor	PP5 primary	TPT1 inhibitor	HCV core dimer	PP1 inh	Efflux pump inh	ZTA counter
37	Cc1cccc(N2CCN(CC3CCCCC3)CC2)c1C	11	5	-7	-0.8	2	3	1	0.1	-1
30	FC(F)(F)c1cccc(CNC(=S)Nc2ccccc2)c1	13	0	4	2.8	-4	0	-2	0.0	2

From PubChem BioAssay

Some of the compounds tested (hit frequency here may not be typical).
